DDE Tn7 FP inh – inhibitors of Tn7 peptide binding to human fibrin DD(E); P02675; FP displacement of FITC-Tn7 peptide from fibrin DD(E); 0% = median of compound wells per plate; inhibition, % at 8.3 µM; hit rate 0.13% among 370,000;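 active = inhibition above the mean of compounds falling within the control limits plus 3 SD of them, cut at about 14% in these data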;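 also: 0% = plate median of compound wells and 100% = 10 µM Aha-Tn7 peptide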
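Assay system: Human fibrin DD(E) protein | Medium: Tris buffer with calcium and detergent, pH 7.8 | Reagent: 0.1 µM fluorescent Tn7 | Compound dosing: Single point at 8.3 µM | Times: 10 min preincubation, 3 h with tracer, room temperature | Detection: Fluorescence polarization of the labelled Tn7 tracer | Controls: Aha-Tn7 high control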
ARFGAP1 inh – inhibits rat ARF GTPase activating protein 1. inhibition, % at 16.5 µM. hit rate 0.26% among 360,000. Q62848. Arfgap1-stimulated ARF1 GTP hydrolysis, GDP FP detection;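 active = inhibition above a per-plate limit, mean inhibition of low control wells plus 3 SD, cut at about 25% in these data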;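 also: 0% = DMSO wells with enzyme and 100% = wells lacking Arfgap1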
Target sequence (Q62848 1-136 limits assumed): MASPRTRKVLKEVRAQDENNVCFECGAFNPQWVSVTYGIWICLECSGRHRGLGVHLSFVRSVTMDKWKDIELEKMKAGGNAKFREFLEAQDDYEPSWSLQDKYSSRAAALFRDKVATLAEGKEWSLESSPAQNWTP
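system = rat Arfgap1 catalytic domain, aa 1-136 | technique = FP, GDP Alexa 633 tracer displaced from anti-GDP antibody, 620/688 nm | compound = one concentration, 16.5 µM, DMSO 1.26% | medium = HEPES-based buffer, pH 7.5 | timing = compound-enzyme preincubation 20 min, reaction 120 min, detection 60 min, 25 °C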
DDE Tn6 FP inh – disrupts Tn6 cyclic peptide binding to fibrin D-Dimer-E complex. AID 720509. hit rate 0.21% among 370,000. Fibrin DD(E) TRITC-Tn6 fluorescence polarization displacement. inhibition, % at 8.3 µM. P02675;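 active = inhibition above a per-campaign cutoff: mean of compounds within control limits plus 3 SD, cut at about 15% in these data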;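 also: 0% = median of all compound wells on the plate and 100% = blocking peptide control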
UHRF1 MBD2 ctr – human UHRF1 methylated DNA binding inhibitors. Q96T88. UHRF1 binding to methylated oligo, TR-FRET. inhibition, % at 4.4 µM. hit rate 0.75% among 370,000. AID 687016; in the data active = inhibition above about 21%;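 also: UHRF1 SRA domain binding a hemimethylated CpG hairpin DNA probe; 0% = median of test compound wells and 100% = reference inhibitor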
PLCb3 inh – PLC-beta3 (human) inhibition, primary screen | Q01970 | Purified PLC-beta3, fluorogenic substrate, fluorescence | inhibition, % at 12.2 µM | hit rate 0.18% among 370,000; in the data active = inhibition above about 11%;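 also: 0% = median of compound wells on plate and 100% = full blocker control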
ASAP1 GAP inh – ASAP1 ArfGAP inhibition; Q9ULH1; ASAP1-stimulated ARF1 GTP hydrolysis, GDP FP detection; inhibition, % at 16.5 µM; hit rate 0.19% among 360,000; in the data active = inhibition above about 25%;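 also: 0% = vehicle with enzyme and substrate and 100% = no enzyme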
proKLK7 act – activators of human kallikrein-7 zymogen. P49862. purified proKLK7, EDANS-DABCYL substrate fluorescence; 100% is mature enzyme control, 0% vehicle. activation, % at 7 µM. hit rate 0.9% among 370,000. AID 652039;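 active = activation above the mean of all tested compounds plus 3 SD, computed per campaign excluding outliers beyond control limits, cut at about 13% in these data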
Target sequence (P49862 whole entry, looked up): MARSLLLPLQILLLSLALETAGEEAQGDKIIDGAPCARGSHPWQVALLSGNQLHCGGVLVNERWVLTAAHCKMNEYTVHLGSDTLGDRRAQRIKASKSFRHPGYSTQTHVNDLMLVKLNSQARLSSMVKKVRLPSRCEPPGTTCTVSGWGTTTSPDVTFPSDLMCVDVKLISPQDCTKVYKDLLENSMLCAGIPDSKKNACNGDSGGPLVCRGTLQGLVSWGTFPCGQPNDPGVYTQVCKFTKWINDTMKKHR
sPLA2-III inh – Inhibits HGIII-sPLA2 liposome hydrolysis, primary screen; hit rate 0.56% among 370,000; QFRET BODIPY PC-A2 liposome hydrolysis, fluorescence; AID 743126; inhibition, % at 12.2 µM;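 active = inhibition above mean plus 3 SD of compounds lying within the high and low control bounds, cut at about 19% in these data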;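 also: 0% = median of test compound wells and 100% = no enzyme DMSO wells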
NR1D1 modulator – Rev-erb alpha (human) modulation | P20393 | Rev-erbα–FITC-DNA binding, fluorescence polarization, 90 min | activity, % at 10 µM | hit rate 0.79% among 370,000 | AID 1259318;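 active = activity above about 14%, limit read from the data; passing the limit was not always enough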;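 also: 0% = DMSO wells with 35 nM protein and 100% = DMSO wells with 750 nM protein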
Target sequence (P20393 whole entry, looked up): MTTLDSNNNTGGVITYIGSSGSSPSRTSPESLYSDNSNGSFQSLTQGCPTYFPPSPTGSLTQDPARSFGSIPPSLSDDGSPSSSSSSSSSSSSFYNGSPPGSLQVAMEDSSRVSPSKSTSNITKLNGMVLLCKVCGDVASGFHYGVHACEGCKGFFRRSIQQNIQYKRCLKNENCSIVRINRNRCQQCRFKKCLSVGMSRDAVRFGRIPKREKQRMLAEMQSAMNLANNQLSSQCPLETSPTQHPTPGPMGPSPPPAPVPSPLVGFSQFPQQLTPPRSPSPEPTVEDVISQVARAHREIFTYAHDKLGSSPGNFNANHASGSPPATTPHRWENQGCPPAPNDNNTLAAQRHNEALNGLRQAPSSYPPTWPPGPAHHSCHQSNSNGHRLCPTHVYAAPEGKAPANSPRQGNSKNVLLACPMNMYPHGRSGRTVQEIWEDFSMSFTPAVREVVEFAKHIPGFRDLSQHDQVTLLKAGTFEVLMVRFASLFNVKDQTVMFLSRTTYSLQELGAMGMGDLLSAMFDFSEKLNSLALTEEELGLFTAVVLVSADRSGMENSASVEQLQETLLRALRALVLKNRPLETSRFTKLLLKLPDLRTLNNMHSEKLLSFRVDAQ
PLC-gamma1 inh – inhibitors of human phospholipase C gamma1 | P19174 | AID 720700 | inhibition, % at 12.2 µM | purified PLC-gamma1, fluorogenic substrate, fluorescence | hit rate 0.84% among 370,000; in the data active = inhibition above about 9.5%
* = called active by the depositor; i = inactive.

1) O=S(=O)(Nc1nc2ccccc2nc1Cl)c1cccc(C(F)(F)F)c1
2) Cn1ccc(=O)c2cc([N+](=O)[O-])ccc21
3) CC12CN3CC(C)(CN(C1)C3c1ccc([N+](=O)[O-])o1)C2=O (configuration not stated)
4) COc1cccc(OC)c1OCC(O)CN1CCN(c2ccccc2F)CC1 (configuration not stated)
5) O=C(c1ccc(F)cc1)c1ccc(OCC(=O)N2CCOCC2)cc1
6) CSc1nc(Cl)c(Cc2ccc(OCC(C)C)cc2)c(N2CCOCC2)n1
7) Cc1cc(N2CCOCC2)nc2ccc(NC(=O)CCC(=O)N3CCN(c4cccc(C(F)(F)F)c4)CC3)cc12
8) C=C/C(C)=C/CC1C(=C)CCC2C(C)(C(=O)O)CCCC12C (configuration not stated)

entry no.	1	2	3	4	5	6	7	8
sPLA2-III inh	-32	3	1	-5	-5	-7	-20	-17
ASAP1 GAP inh	7	-5	11	-4	6	14	9	7
PLC-gamma1 inh	-12	0	2	0	-1	-2	-48	3
DDE Tn6 FP inh	-1	6	-1	0	-5	-7	-7	3
UHRF1 MBD2 ctr	1	-1	-3	0	-2	-2	0	-1
ARFGAP1 inh	-2	-3	-1	5	4	-14	8	-5
proKLK7 act	0.7	-0.6	0.3	0.8	-0.6	0.2	-1.0	-0.3
NR1D1 modulator	-3	-13	-1	-1	0	1	-4	-12
DDE Tn7 FP inh	6	-3	-4	-3	6	-2	3	-3
PLCb3 inh	-15	-2	-1	3	-4	1	-91	3

9) COc1ccc(CCN(C)S(=O)(=O)c2ccc(Cl)nc2)cc1OC
10) O=C(COC(=O)CSc1ccccc1)NC1CCS(=O)(=O)C1 (configuration not stated)
11) O=C(CC12CC3CC(CC(Br)(C3)C1)C2)NC1CCCC1
12) COc1cccc(C2C(C#N)=C(N)N(N(C)C)C3=C2C(=O)CC(C)(C)C3)c1OC (configuration not stated)
13) Cc1n[nH]c(C)c1S(=O)(=O)N1CCN(c2ccccn2)CC1
14) CCN(C(=O)c1ccco1)c1nc(CC(=O)Nc2ccc(Cl)cc2)cs1
15) COc1cc(C=O)ccc1OC(=O)Nc1ccccc1
16) CCOC(=O)c1ccc(-c2n[nH]c(=O)c3ccccc23)cc1

entry no.	9	10	11	12	13	14	15	16
sPLA2-III inh	-4	13	6	6	-5	-3	8	4
ASAP1 GAP inh	9	-3	-5	-4	4	-3	10	7
PLC-gamma1 inh	4	8	2	-3	-2	-2	5	-1
DDE Tn6 FP inh	-2	-6	-6	0	11	5	5	-3
UHRF1 MBD2 ctr	0	5	0	1	-2	-2	4	1
ARFGAP1 inh	16	14	2	-5	24	4	12	-7
proKLK7 act	0.2	0.9	-0.7	0.4	-0.8	-0.2	0.4	-0.4
NR1D1 modulator	-1	4	-4	-9	2	1	3	6
DDE Tn7 FP inh	-2	3	-3	4	2	-7	-5	5
PLCb3 inh	-4	-1	0	-9	-1	-2	2	4

17) CCc1ccc(NC(=O)[C@H](C)NC(=O)C2CCN(C(=O)[C@@H](NC(=O)OC(C)(C)C)C(C)C)CC2)cc1
18) C#CCNC(=O)C[C@@H]1C[C@@]2(C(=O)OC)CC(C)(C)CC=C2N(CCc2ccc(OC)c(OC)c2)C1=O
19) O=C(Cc1cccs1)Nc1nnc(SCC(=O)NC2CCCCC2)s1
20) CCC(C)NCCOc1cc(C)cc(C)c1C (configuration not stated)
21) COc1ccccc1N(CC(=O)Nc1cc(S(=O)(=O)N(C)C)ccc1C)S(=O)(=O)c1cccs1
22) CCN(Cc1ccccc1)c1cc2c(c3c1ccn3C)C1CCC2C1 (configuration not stated)
23) C=C(C)C1CC=C(CN2CCC(C(=O)OCC)CC2)CC1 (configuration not stated)
24) COc1ccc(OC)c(-n2c(-c3ccc(O)cc3O)n[nH]c2=S)c1

entry no.	17	18	19	20	21	22	23	24
sPLA2-III inh	-3	5	1	-1	-14	3	-2	-1
ASAP1 GAP inh	-19	1	2	12	-4	-1	12	-10
PLC-gamma1 inh	2	-1	0	1	1	-4	7	-2
DDE Tn6 FP inh	-1	2	0	-3	2	-1	-5	6
UHRF1 MBD2 ctr	-2	-2	-3	2	-1	-8	4	-3
ARFGAP1 inh	-1	1	4	1	3	4	2	-8
proKLK7 act	0.0	-0.2	-0.3	0.2	0.2	-0.1	0.2	0.0
NR1D1 modulator	4	3	-10	-4	-9	1	2	-1
DDE Tn7 FP inh	-2	5	-8	1	5	0	1	6
PLCb3 inh	5	-1	2	-4	-4	-12	5	-6

25) CCOC(=O)c1sc(NC(=O)c2ccc(S(=O)(=O)N3CCOCC3)cc2)cc1C
26) CN1/C(=C\C(=O)c2cccnc2)Sc2ccccc21
27) COc1cc(C(=O)Nc2cc(-c3ccccc3)[nH]n2)cc(OC)c1OC
28) Cc1c(C(=O)c2ccc(Cl)c([N+](=O)[O-])c2)c2ccccn2c1CCC#N
29) COc1ccccc1NC(=O)c1ccc(SCC(=O)NCc2ccccc2Cl)c([N+](=O)[O-])c1
30) CCOC(=O)c1ccc(N2C(=O)c3n[nH]c(C)c3C2c2ccccn2)cc1 (configuration not stated)
31) Cc1cccc(COCC(CC(C)C)N2CCN(C(=O)c3ccc(C(C)(C)C)cc3)CCC2=O)c1 (configuration not stated)
32) Cc1ccc(NC(=O)CSC(C)C(=O)OCc2cc(=O)oc3cc(O)ccc23)cc1 (configuration not stated)

entry no.	25	26	27	28	29	30	31	32
sPLA2-III inh	-49	3	-19	5	21*	-7	2	-7
ASAP1 GAP inh	-2	-1	13	7	10	-1	4	-7
PLC-gamma1 inh	-40	-22	2	0	3	-2	-1	-487
DDE Tn6 FP inh	-15	1	5	-4	2	0	10	0
UHRF1 MBD2 ctr	-1	-6	-4	0	6	2	-2	-1
ARFGAP1 inh	5	7	13	-2	3	3	-6	-10
proKLK7 act	-90	-1.0	0.2	-0.7	-1.2	0.4	0.6	241*
NR1D1 modulator	4	1	4	3	5	2	2	0
DDE Tn7 FP inh	0	1	2	1	3	4	5	5
PLCb3 inh	-48	-17	6	-1	2	5	2	i

33) CCOC(=O)CN1C(=O)N[C@@H](c2cccc(C(F)(F)F)c2)[C@H](C(C)=O)[C@H]1C
34) O=C(CN1C(=O)/C(=C2\SC(=S)N(CCS(=O)(=O)O)C2=O)c2ccccc21)Nc1cccc(Br)c1
35) NC(=O)C1CCN(C(=O)C2CCC(=O)N(C3CCCCCC3)C2)CC1 (configuration not stated)
36) CC(C)N(C(=O)COC(=O)c1ccccc1C(=O)c1ccc(Cl)c([N+](=O)[O-])c1)C(C)C
37) CCCCN(C(=O)c1cc2ccccc2o1)c1c(N)n(CCCC)c(=O)[nH]c1=O
38) CCOc1ccc(C(=O)C(c2ccccc2)N2CCOCC2)cc1 (configuration not stated)
39) COc1ccc(-n2c(SCC(=O)O)nc3sc4c(c3c2=O)CCC4)cc1
40) N=c1sccn1CC(=O)Nc1ccccc1Cc1ccccc1

entry no.	33	34	35	36	37	38	39	40
sPLA2-III inh	-7	-21	10	0	-1	-7	-1	-2
ASAP1 GAP inh	-11	2	5	-7	-3	0	4	4
PLC-gamma1 inh	5	1	-3	1	-9	0	-1	0
DDE Tn6 FP inh	1	-5	2	2	1	4	7	-8
UHRF1 MBD2 ctr	17	0	0	0	-3	4	-1	3
ARFGAP1 inh	6	-3	8	8	15	-10	17	4
proKLK7 act	0.6	0.6	0.6	-0.3	0.4	-0.1	-0.1	-0.8
NR1D1 modulator	0	-1	-8	-4	-2	2	-2	-7
DDE Tn7 FP inh	-3	9	2	3	-5	1	1	0
PLCb3 inh	1	-8	-8	1	-7	0	-2	2

41) COC(=O)C1CCN(c2nc3ccccc3nc2C(C#N)C(=O)NCCc2ccccc2)CC1 (configuration not stated)
42) Cc1nc(NCc2ccc3c(c2)OCO3)c2oc3ccccc3c2n1
43) O=C(N/N=C/c1cccc([N+](=O)[O-])c1)c1cnccn1
44) CCCCNC(=O)CN(c1ccc(Cl)c(Cl)c1)S(C)(=O)=O
45) COc1ccc([C@H]2CC(=O)C=C(C#CC(C)(C)C)C2)cc1

entry no.	41	42	43	44	45
sPLA2-III inh	-4	-4	1	12	3
ASAP1 GAP inh	-2	-4	4	5	3
PLC-gamma1 inh	-4	-3	5	3	4
DDE Tn6 FP inh	3	-6	1	-2	-5
UHRF1 MBD2 ctr	7	3	-2	7	-4
ARFGAP1 inh	-14	10	1	5	-1
proKLK7 act	-1.3	0.9	-0.4	0.8	0.5
NR1D1 modulator	-1	4	-2	3	-3
DDE Tn7 FP inh	5	5	-5	7	4
PLCb3 inh	-16	-3	5	0	6

Values by screen from the list:
Nos. 41–45 in sPLA2-III inh read -4, -4, 1, 12, 3
Nos. 41–45 in UHRF1 MBD2 ctr read 7, 3, -2, 7, -4

Sorted by length of the SMILES (ascending): part of the list above.
38) CCOc1ccc(C(=O)C(c2ccccc2)N2CCOCC2)cc1 (configuration not stated)
42) Cc1nc(NCc2ccc3c(c2)OCO3)c2oc3ccccc3c2n1
44) CCCCNC(=O)CN(c1ccc(Cl)c(Cl)c1)S(C)(=O)=O
43) O=C(N/N=C/c1cccc([N+](=O)[O-])c1)c1cnccn1
39) COc1ccc(-n2c(SCC(=O)O)nc3sc4c(c3c2=O)CCC4)cc1

entry no.	38	42	44	43	39
sPLA2-III inh	-7	-4	12	1	-1
ASAP1 GAP inh	0	-4	5	4	4
PLC-gamma1 inh	0	-3	3	5	-1
DDE Tn6 FP inh	4	-6	-2	1	7
UHRF1 MBD2 ctr	4	3	7	-2	-1
ARFGAP1 inh	-10	10	5	1	17
proKLK7 act	-0.1	0.9	0.8	-0.4	-0.1
NR1D1 modulator	2	4	3	-2	-2
DDE Tn7 FP inh	1	5	7	-5	1
PLCb3 inh	0	-3	0	5	-2

From PubChem
